Assay outcomes deposited in PubChem BioAssay by several laboratories.
b-catenin transl – modulators of beta-catenin nuclear translocation, primary screen, imaging, HeLa cells, immunofluorescence, high-content; hit rate 0.3% among 190,000; AID 1665, 2009; nuclear translocation activity, % at 5 µM;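 active = nuclear translocation activity above 50% at 5 µM, with a well cell count of 50 or more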;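 also: per-cell ratio of nuclear to cytoplasmic median beta-catenin stain intensity; plate controls were DMSO negative control for no effect and GSK-3 inhibitor IX positive control for full effect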
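Test system: human HeLa cells, native beta-catenin. Compound dosing: 5 µM primary single dose, 0.1% DMSO, 0.02–20 µM confirmation series. Incubation: compound exposure 24 h at 37°C. Detection: beta-catenin immunostaining with DAPI counterstain, 20x imaging, 6 fields/well. Read-out basis: Nuclear/cytoplasmic beta-catenin signal ratio, % activation.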
MT stabilize HCS – microtubule stabilizers in HeLa cells, primary screen, imaging, high-content imaging; HeLa tubulin immunostaining HCS, 24 h; share of cells brighter than vehicle mean+2SD; % tubulin-high responders, % at 10 µM; hit rate 0.83% among 200,000;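 active = plate Z-score above 3 for both tubulin-high and condensed-nucleus cell shares, with cell loss under 80%, at 10 µM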;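 also: anti alpha tubulin signal scored within the nucleus-defined area of each cell; some results filed as inactive read as strong as hits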
CSM14.1 death rescue – rescue of cells from ER stress-induced death, primary screen, 384-well, CSM14.1, thapsigargin, ATP luminescence (AID 1222); cellular ATP content (survival), % at 20 µM, or EC50 in µM where a hit was titrated; 190,000 tested, under 10 active; CSM14.1 thapsigargin-induced death rescue, ATP luminescence; higher % means a stronger effect;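 active = EC50 below 50 µM in the dose-response confirmation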;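 also: death triggered by thapsigargin at about 15 µM added after 2 h compound pretreatment; cell ATP read after overnight thapsigargin exposure of roughly 18 to 22 hours; normalized against plate controls of thapsigargin alone and 5% DMSO vehicle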
Dynein transport – inhibitors of GR-EGFP nuclear translocation, primary screen, dynein cargo transport inhibitor project, imaging, high-content, 3617.4 mouse cells | hit rate 0.47% among 220,000 | z-score, hits read low | test concentration mostly 20 µM; stimulated with dexamethasone, 1 µM; active compounds read low;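 active = plate z-score of nuclear minus cytoplasmic receptor signal below a set negative limit, without overly bright fluorescence or cell loss, cut at about -3.5 in these data, passing the limit was not always enough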;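 also: z-score of nuclear minus cytoplasmic ring GR-EGFP intensity difference per well; some compounds called inactive have numbers as strong as hits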
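medium = tetracycline-free induction medium containing charcoal-stripped FBS | also added = 1.0 µM final dexamethasone stimulus | schedule = 48 h induction, 1 h compound, 30 min dex at 37 °C | technique = fixed, Hoechst-stained cells imaged at 10x for EGFP | measure = GR-EGFP nuclear translocation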
T cell modulator – modulators of CD8 T cell-vesicle binding, primary screen, mouse 2C CD8+ T cells, flow cytometry. calls only at 7 µM. hit rate 0.068% among 330,000. 2C CD8+ T cell-vesicle binding; active compounds read low;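 active = response, share of CD8 T cells binding vesicles, and their 90th percentile fluorescence all below set limits, cut at about 80% in these data, passing the limit was not always enough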
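Assay system: 2C TCR transgenic mouse naive CD8+ T cells, MACS-purified | Read-out: CD8+ gate FL2 mean fluorescence as % of same-row positive control | Signal: High-throughput flow cytometry with anti-B7-1 and anti-CD8 staining | Timing: Binding step 1.5 h, 37 °C, antibody labelling 20 min, ice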
PhoP inhibition – inhibitors of PhoP regulon expression, primary screen, Salmonella Typhimurium, GFP reporter (AID 1863) | S. Typhimurium PhoP-regulated promoter GFP reporter, 4 h; higher % means a stronger effect | inhibition, % at 50 µM; hits with a dose series show IC50 in µM | hit rate 0.16% among 300,000;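 active = inhibition over 29.93%, a cutoff 3 SD above the screen mean, later confirmed by dose response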;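 also: 0% = low Mg2+ inducing control and 100% = high Mg2+ repressing control; strong numbers were not always called active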
Autophagy mod – autophagy modulators in MEF cells, primary screen, imaging, high-content, MEF GFP-LC3. hit rate 0.98% among 190,000. calls only at 10 µM (by protocol). AID 463193, 2010. MEF GFP-LC3 puncta imaging; test concentration mostly 10 µM;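 active = percentage of spot-positive cells more than 3 SD above its plate mean, without a fluorescence outlier flag or 80% toxicity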;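 also: spot-positive cell cutoff set from DMSO-treated cells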
Hep lipid drop – inhibitors of hepatocyte lipid droplet formation, primary screen, imaging, high-throughput imaging, BODIPY stain; inhibition, % at 6.5 µM; AML12 mouse hepatocytes, oleate lipid droplets; hit rate 0.4% among 240,000; AID 1656, 2009;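 active = lipid droplet intensity inhibited by at least 50%, with more than 500 cells counted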
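Assay system: AML12 hepatocytes (mouse); Probe or stimulus: oleic acid at 100 µM to induce lipid droplet formation; Dosing: compound at 6.5 µM only; Schedule: compound with oleate, overnight; Detection: fluorescence imaging, 20x objective, two fields per well; Measure: % inhibition of lipid droplet signal.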
Insulin prom up – insulin promoter activators in MIN6 cells, imaging, high-content screening, mouse beta cells; z-score at 5 µM; AID 1625, 2009; hit rate 0.3% among 190,000; MIN6 insulin promoter-GFP reporter; active compounds read high;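 active = z-score above 3 at 5 µM with at least 500 cells counted in the well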
Dynein transport cytoplasmic EGFP – recorded beside Dynein transport, whose call it bears; z-score; measured here: cytoplasmic GR-EGFP intensity; active compounds read high
Dynein transport nuclear GR-EGFP – further read-out of Dynein transport, marked with its call; z-score; measured here: nuclear GR-EGFP intensity;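 lower value marks the stronger effect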
Dynein transport cell count – second read-out of Dynein transport, no call of its own (marks repeat the call); z-score; measured here: cell count per field
Insulin prom up cell count – recorded beside Insulin prom up, whose call it bears; cell count; measured here: cytotoxicity, nuclei count;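 total cells summed across four imaged fields per well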
Hep lipid drop cells 6.5 µM – also measured in Hep lipid drop; calls as there; cell count; measured here: cell count, cytotoxicity flag;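 cells counted across two imaged fields per well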
b-catenin transl cell count 5 µM – recorded beside b-catenin transl, whose call it bears; cell count; measured here: cell count, cytotoxicity flag
T cell modulator vesicle-bound % – also measured in T cell modulator; calls as there; double positive events, %; measured here: CD8+ vesicle-bound cell fraction;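 binding gate set so that unloaded-vesicle control wells show 10% double positive cells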
MT stabilize HCS Hoechst-high % – also measured in MT stabilize HCS; calls as there; % Hoechst-high responders; measured here: nuclear condensation Hoechst responders;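 share of cells brighter than vehicle mean plus two SD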
MT stabilize HCS cytotoxicity % – further read-out of MT stabilize HCS, marked with its call; toxicity, %; measured here: cytotoxicity by cell density;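 0% = mean cell density of plate MIN control wells and 100% = no cells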
Autophagy mod cell loss 18 h – second read-out of Autophagy mod, no call of its own (marks repeat the call); toxicity, %; measured here: cell loss, nuclei count;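 cell loss after 18 h compound exposure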
Active calls of the source: *; i = inactive; . = no result given; + = active, no number; & = joins results of further samples. The order is random. About 3% of those tested had a hit in this group.

Fields: b-catenin transl	b-catenin transl cell count 5 µM	MT stabilize HCS	MT stabilize HCS Hoechst-high %	MT stabilize HCS cytotoxicity %	CSM14.1 death rescue	Dynein transport	Dynein transport cytoplasmic EGFP	Dynein transport nuclear GR-EGFP	Dynein transport cell count	T cell modulator	T cell modulator vesicle-bound %	PhoP inhibition	Autophagy mod	Autophagy mod cell loss 18 h	Hep lipid drop	Hep lipid drop cells 6.5 µM	Insulin prom up	Insulin prom up cell count
O=[N+]([O-])c1cc([N+](=O)[O-])c(N2CCOCC2)cc1NCc1ccccc1
    0.0	1074	2.3	2.0	7.1	-0.6%	0.23	-0.32	-0.035	-0.15	i	10	3%	i	-3	-5	631	-0.5	1932
CCN=C(N/N=C/c1ccc([N+](=O)[O-])cc1)SC
    .	.	2.1	2.2	9.5	-0.9%	-0.8	-0.23	-0.87	0.85	i	18	-29%	i	-42	.	.	.	.
Cc1cc2cc(C#N)c(NCCNC(=S)NCCCN3CCOCC3)nc2cc1C
    3.1	1116	3.8	3.0	12	0.3%	-0.75	-0.22	-0.2	0.47	i	64	-7%	i	1	15	723	-0.55	1416
C[N+]1(C)CC2([N+](=O)[O-])CC=C(Oc3ccccc3)C([N+](=O)[O-])(C2)C1 (stereo unspecified)
    -2.1	1042	3.2	2.5	8.2	0.5%	-0.46	-0.17	-0.17	0.66	i	36	5%	i	-5	18	693	0.07	1477
CCC(=O)Nc1ccc(NC(=O)c2ccccn2)cn1
    -1.0	1048	2.7	2.0	0.4	.	-1.4	-0.25	-0.43	7.7	i	47	1%	i	1	-2	615	-0.15	1234
O=C(NC1CC1)C1CCCN(C(=O)Nc2ccc(F)cc2)C1 (stereo unspecified)
    0.0	964	0.7	3.3	7.4	-3.0%	-0.15	-0.34	-0.49	1	i	68	-2%	i	-9	5	625	.	.
NC(=O)c1ccsc1NC(=O)c1ccc(S(=O)(=O)N2CCCc3ccccc32)cc1
    7.9	339	4.9	5.0	5.0	-1.0%	-0.26	-0.2	0.72	-0.37	i	39	17%	i	7	-39	662	0.37	986
Cc1ccc(-c2noc(COc3ccc4c(c3)OCO4)n2)cc1
    4.6	1092	2.4	2.7	6.1	-0.7%	-0.33	0.036	-0.27	0.5	i	40	1%	i	1	-11	726	.	.
Cc1ccc(-n2nc(C)c(C3(O)C(=O)N(C(C)C)c4ccccc43)c2N)cc1 (stereo unspecified)
    -0.8	1030	1.9	2.9	5.6	-3.0%	-0.59	-0.26	-0.39	0.27	i	44	-5%	i	-3	29	670	.	.
C=CCSc1nnc(-c2cc3c(s2)-c2ccccc2CC3)o1
    1.8	1120	1.5	1.7	3.4	-1.2%	1.5	-0.23	0.2	-0.86	i	53	13%	i	-2	4	642	-0.44	1902
CCOc1cccc(C2C(C(=O)c3ccc(C)o3)=C(O)C(=O)N2c2nccs2)c1 (stereo unspecified)
    -1.6	1418	2.9	1.8	8.3	-1.0%	-0.23	-0.19	0.26	-0.058	i	45	-15%	i	7	.	.	0.93	1697
Nc1ccn([C@@H]2CS[C@H](CO)O2)c(=O)n1
    -1.7	1078	.	.	.	-0.3%	.	.	.	.	i	25	-8%&-6%	.	.	10	660	0.18	1442
Cc1ccc(Sc2ncccc2NC(=O)c2ccccc2Cl)cc1
    2.3	1259	.	.	.	.	-0.62	-0.21	-0.24	0.47	i	14	-10%	.	.	2	740	-0.35	1071
COc1ccc(NC(=S)NCCN2CCC(C)CC2)cc1Cl
    2.1	912	2.4	1.7	2.9	0.3%	0.71	-0.23	0.66	-0.17	i	32	3%	i	25	0	667	-0.81	1441
CCOC(=O)c1sc2nc(C)[nH]c(=O)c2c1C
    -1.3	1225	.	.	.	.	0.56	-0.27	-0.14	-0.17	i	22	0%	.	.	9	729	-1.2	1186
Cc1cc(C(=O)NN=C2CCCCCC2)c(C)o1
    0.7	1295	.	.	.	.	-0.18	-0.24	0.77	-0.042	i	53	-4%	.	.	20	706	0.04	1089
CCOC(=O)c1sc(NC(=O)CSc2nc3c(cc2C#N)CCCCCC3)c(C#N)c1C
    0.3	1151	2.5	1.3	1.2	2.1%	-0.46	0.77	-0.063	0.51	i	49	-7%	+	45*	.	.	-0.89	1255
COc1cc(/C=N/O)c(Br)cc1OCC(=O)Nc1ccccc1C
    .	.	1.0	3.5	5.9	-2.6%	-0.44	-0.32	-0.46	0.65	i	44	-11%	i	0	-30	672	-0.36	1327
COc1cc(SC)ccc1C(=O)NCCOc1c(C)cc(C)cc1C
    -1.4	1414	0.7	1.0	9.7	-1.5%	-0.75	-0.16	-0.51	-0.0098	i	42	-1%	i	0	.	.	0.2	1441
COc1ccc(C(=O)CCNc2cccc(Cl)c2)cc1
    0.3	1099	1.0	2.6	8.4	-1.4%	-0.33	-0.2	-0.3	-0.002	i	64	4%	i	-10	3	594	-0.25	1486
O=C(Nc1nc2c(Cl)ccc(Cl)c2s1)c1ccco1
    .	.	3.6	2.2	6.2	-0.5%	0.99	-0.2	0.82	-0.58	i	36	2%	i	18	.	.	0.32	914
CCOc1ccc(OCC)c(NC(=O)CN(C)S(=O)(=O)c2cccc3nsnc23)c1
    -7.5	905	3.4	2.0	4.7	-0.3%	-0.51	-0.23	-0.48	1.6	i	6	2%	i	2	.	.	0.51	1052
CCCNC(=O)c1noc2c1CCc1ccccc1-2
    -10	1158	1.6	1.9	9.5	0.4%	1.6	-0.069	1.3	-1.2	i	0	1%	.	.	-3	768	0.67	1183
CCOC(=O)/C(C#N)=C/Nc1cc(OC)ccc1OC
    -4.8	519	1.6	1.9	6.4	2.0%	2.9	-0.19	1	-1.8	i	41	2%	i	-9	-15	655	-0.72	1367
COc1cccc(NS(=O)(=O)c2c(C)n(C)c(=O)n(C)c2=O)c1
    -1.0	1074	2.0	4.5	8.7	-1.0%	-0.45	-0.25	-0.17	1	i	9	-1%	i	0	-1	653	0.22	1678
O=C(c1cc(S(=O)(=O)N2CCOCC2)ccc1F)N1CCCc2ccccc21
    .	.	2.5	1.3	9.8	.	-0.31	-0.26	-0.87	0.51	i	51	-6%	i	9	3	695	0.02	1267
O=C(Nc1ccc(O)c2c(=O)cc(-c3ccccc3Cl)oc12)c1ccc(Cl)c(Cl)c1
    -2.0	1179	.	.	.	.	-0.01	-0.73	-0.055	-0.2	i	29	-3%	.	.	-9	655	-0.94	1068
CCOc1cnc(C(=O)NNC(=O)C(Br)C(C)C)o1 (stereo unspecified)
    0.7	1121	5.2	1.7	6.1	-1.0%	-1.7	3	-0.39	0.4	i	25	7%	i	-8	10	708	0.03	1292
CCOc1ccc2[nH]c(C)c(CN3CCOCC3)c(=O)c2c1
    -2.4	956	2.0	1.6	5.4	-1.0%	-1.2	-0.42	-0.32	0.83	i	38	9%	i	0	.	.	0.4	1266
COc1cc(OC)nc(NC(=O)COC(=O)C2CCCCC2)n1
    0.3	1247	4.5	2.7	12	0.3%	-0.058	-0.19	0.56	-0.54	i	39	11%	i	7	.	.	.	.
O=C(/C=C/c1ccccc1)NCCSCc1ccccc1
    -1.6	532	2.7	3.4	7.7	-4.0%	2.6	-0.21	0.69	-1.3	i	51	-3%	i	5	10	722	1.1	1292
COc1ccc(CN(C)C2CCCCC2)c(C)c1C
    .	.	1.0	1.3	7.6	-1.7%	0.061	-0.28	-0.13	0.48	i	33	16%	i	-5	-18	748	0.37	1070
O=C(Cc1cccc2ccccc12)Nc1ccc2c(c1)C(=O)NC2=O
    -0.6	1110	1.8	1.3	11	-0.6%	-0.86	0.16	-0.063	0.17	i	61	7%	i	-8	-2	671	0.54	1708
O=C(O)C1C2C=CC(C2)C1C(=O)OC1CC2CCC1C2 (stereo unspecified)
    0.1	1127	1.9	1.4	4.8	-1.4%	2.2	-0.15	1.1	-1.4	i	9	-6%	i	-12	.	.	-0.61	862

Three structures already listed, arranged by number of heavy atoms, descending:
Fields: b-catenin transl	b-catenin transl cell count 5 µM	MT stabilize HCS	MT stabilize HCS Hoechst-high %	MT stabilize HCS cytotoxicity %	CSM14.1 death rescue	Dynein transport	Dynein transport cytoplasmic EGFP	Dynein transport nuclear GR-EGFP	Dynein transport cell count	T cell modulator	T cell modulator vesicle-bound %	PhoP inhibition	Autophagy mod	Autophagy mod cell loss 18 h	Hep lipid drop	Hep lipid drop cells 6.5 µM	Insulin prom up	Insulin prom up cell count
COc1cc(OC)nc(NC(=O)COC(=O)C2CCCCC2)n1
    0.3	1247	4.5	2.7	12	0.3%	-0.058	-0.19	0.56	-0.54	i	39	11%	i	7	.	.	.	.
CCOc1ccc2[nH]c(C)c(CN3CCOCC3)c(=O)c2c1
    -2.4	956	2.0	1.6	5.4	-1.0%	-1.2	-0.42	-0.32	0.83	i	38	9%	i	0	.	.	0.4	1266
O=C(/C=C/c1ccccc1)NCCSCc1ccccc1
    -1.6	532	2.7	3.4	7.7	-4.0%	2.6	-0.21	0.69	-1.3	i	51	-3%	i	5	10	722	1.1	1292
